SENP8 block – SENP8 protease inhibitors, primary screen, biochemical, luminescence. purified SENP8, Z-RLRGG-aminoluciferin cleavage. AID 2540, 2010. Sentrin-specific protease 8 (Homo sapiens), Q96LD8. actives 1.2% (n = 330,000). inhibition, % at 10 µM
Target sequence (Q96LD8 whole entry, looked up): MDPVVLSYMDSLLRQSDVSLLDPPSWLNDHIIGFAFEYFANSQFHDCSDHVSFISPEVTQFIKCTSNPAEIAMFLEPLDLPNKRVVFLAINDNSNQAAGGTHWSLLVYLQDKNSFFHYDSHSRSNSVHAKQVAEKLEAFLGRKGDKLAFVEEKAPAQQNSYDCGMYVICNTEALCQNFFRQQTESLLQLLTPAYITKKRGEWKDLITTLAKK
UBC13 polyUb – UBC13 polyubiquitin chain formation inhibitors, primary screen, biochemical, TR-FRET, uHTS; AID 485273, 2010; inhibition, % at 20 µM; Ubiquitin-conjugating enzyme E2 N (Homo sapiens), P61088; actives 0.47% (n = 330,000); in the data active = inhibition above about 45%, passing the limit was not always enough; inconclusive = no clear call, values can overlap the other calls
Target sequence (P61088 whole entry, looked up): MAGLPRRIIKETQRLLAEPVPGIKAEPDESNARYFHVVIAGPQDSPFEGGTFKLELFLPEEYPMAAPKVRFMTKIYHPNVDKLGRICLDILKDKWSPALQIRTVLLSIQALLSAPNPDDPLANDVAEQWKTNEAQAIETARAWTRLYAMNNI
Apaf-1 inh – inhibitors of human Apaf-1 apoptosome, primary screen, biochemical, DEVD-Rh110 fluorescence, uHTS; reconstituted apoptosome caspase-3 activity; inhibition, % at 20 µM; actives 0.71% (n = 330,000); AID 489030, 2010; active = inhibition of at least 40% at 20 µM;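 note: plate controls were DMSO wells for no effect and DEVD-CHO caspase inhibitor wells for full effect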
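Material: reconstituted apoptosome with Apaf-1, cytochrome c, caspase-9, procaspase-3, dATP / Buffer or medium: pH 7.5 Hepes buffer with CHAPS, BSA, DTT / Also added: cytochrome c with DEVD-Rh110 / Schedule: compound with Apaf-1, dATP, procaspase-3 30 min, then 50 min reaction, room temperature / Technique: rhodamine 110 fluorescence at Ex 480/Em 540 nm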
Gli-Sufu block – Gli-Sufu pathway antagonists, primary screen, luciferase luminescence, Sufu-KO-LIGHT cells, uHTS. Sufu-KO-LIGHT fibroblasts, Gli luciferase reporter luminescence. inhibition, % at 5 µM. actives 0.74% (n = 340,000). AID 588413, 2011;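 active = inhibition above about 55%, limit read from the data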;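 note: 0% = DMSO-treated cells and 100% = wells with medium but no cells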
CCR6 antagonist – CCR6 receptor antagonists, primary screen, cell-based, CHO-K1, luminescence, beta-arrestin, uHTS; CHO-K1 CCR6 PathHunter beta-arrestin, CCL20-stimulated; inhibition, % at 20 µM; actives 0.49% (n = 340,000);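 active = compounds whose inhibition of the agonist-driven luminescence signal at 20 µM reaches about 50%, limit read from the data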;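 note: cells stimulated with CCL20 at 14 nM final; plate controls were DMSO with CCL20 for no effect and DMSO without agonist for full effect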
Target sequence (P51684 whole entry, looked up): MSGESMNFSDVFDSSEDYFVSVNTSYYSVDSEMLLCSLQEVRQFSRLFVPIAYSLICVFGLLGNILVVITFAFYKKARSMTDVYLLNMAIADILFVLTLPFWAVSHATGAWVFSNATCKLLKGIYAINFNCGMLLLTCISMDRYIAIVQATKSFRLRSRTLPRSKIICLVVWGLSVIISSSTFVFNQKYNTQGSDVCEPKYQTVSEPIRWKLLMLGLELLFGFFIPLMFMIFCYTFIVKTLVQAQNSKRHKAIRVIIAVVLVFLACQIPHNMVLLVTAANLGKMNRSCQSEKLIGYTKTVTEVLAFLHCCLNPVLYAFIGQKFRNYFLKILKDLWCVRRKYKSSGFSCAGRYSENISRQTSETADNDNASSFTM
Jurkat NFkB inh – inhibitors of induced NF-kB luciferase reporter, primary screen, TCR NF-kB activation inhibitor project, cell-based, luminescence, uHTS | Jurkat, PMA/ionomycin-induced NF-kB luciferase reporter | inhibition, % at 4 µM | actives 0.53% (n = 330,000)
EBI2 block – EBI2 receptor antagonists, beta-arrestin recruitment, primary screen, cell-based, luminescence, 7a,25-OHC stimulation, uHTS; G-protein coupled receptor 183 (Homo sapiens), P32249; 7a,25-OHC stimulated; inhibition, % at 5 µM; actives 0.81% (n = 360,000); AID 651636, 2012; in the data active = inhibition above about 38%;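 note: enzyme fragment complementation signal reports receptor beta-arrestin coupling in cells; 0% = agonist plus DMSO wells and 100% = wells without agonist; some results beyond the cut were filed as inactive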
697 NFkB inh – inhibitors of PMA/ionomycin-induced NF-kB reporter, 697 cells, primary screen, B-cell NF-kB inhibitor project, cell-based, luminescence, uHTS; 697 B-cell NF-kB luciferase reporter, 16 h; inhibition, % at 4 µM; actives 0.33% (n = 330,000); in the data active = inhibition above about 35%
The depositor's hits bear a star; ? = inconclusive; / = no result given. Cut-off read from the data, not from the text of the source, unless noted: active = inhibition above about 50%; inactive = the rest. This is a subset; count on the stated rates, not on these rows.

SMILES	SENP8 block	UBC13 polyUb	Apaf-1 inh	Gli-Sufu block	CCR6 antagonist	Jurkat NFkB inh	EBI2 block	697 NFkB inh
CNC(=S)N(Cc1cccs1)Cc1cc2cc(OC)ccc2[nH]c1=O	-2	9	7	13	0	9	-2	5
O=C(N/N=C/c1ccc(-c2ccccc2Cl)o1)c1ccccc1	0	-6	7	-42	10	-23	4	-57
O=C(CSc1nc(Cc2ccccc2)nc2ccccc12)Nc1nc2c(s1)CCCC2	-7	-1	24	-14	14	-5	0	-18
COc1ccc(OC)c(C2CC(c3ccccc3)=NN2C(=S)Nc2ccccc2)c1 (stereo not given)	-5	0	-24	-16	5	49	13	-34
CC(C)(C)c1ccc(C(=O)Nc2cccc(C(=O)N3CCOCC3)c2)cc1	-6	-6	5	/	6	-48	-6	-152
CCOC(=O)N1CCN(c2ncnc3scc(-c4ccccc4)c23)CC1	-8	-1	18	17	3	-14	10	3
Cc1ccc[n+](CC(=O)c2ccc(NC(=O)c3ccccc3)cc2)c1	-3	5	5	-14	5	-6	-3	-10
Cc1ccc(NC(=O)N(Cc2cccnc2)Cc2ccco2)cc1C	-3	8	-6	1	4	2	6	12
S=C(NCc1cccnc1)Nc1ccc(Oc2ccc(Cl)cc2)cc1	1	-2	20	2	11	10	46*	-16
CC1CN(c2ccc([N+](=O)[O-])cc2C#N)CC(C)O1 (stereo not given)	7	-10	5	5	2	7	-6	-8
Nn1c(SCc2ccc(Br)cc2)nnc1-c1ccncc1	3	7	-3	16	-20	5	0	27
COc1cc2c(cc1OC)C(c1cc3ccccc3oc1=O)=NC(C)(C)C2	6	-2	-1	-4	-8	12	14	3

Reprinted from the part before: 6 compounds; new compounds follow.
SMILES	SENP8 block	UBC13 polyUb	Apaf-1 inh	Gli-Sufu block	CCR6 antagonist	Jurkat NFkB inh	EBI2 block	697 NFkB inh
Cc1ccc[n+](CC(=O)c2ccc(NC(=O)c3ccccc3)cc2)c1	-3	5	5	-14	5	-6	-3	-10
Cc1ccc(NC(=O)N(Cc2cccnc2)Cc2ccco2)cc1C	-3	8	-6	1	4	2	6	12
S=C(NCc1cccnc1)Nc1ccc(Oc2ccc(Cl)cc2)cc1	1	-2	20	2	11	10	46*	-16
CC1CN(c2ccc([N+](=O)[O-])cc2C#N)CC(C)O1 (stereo not given)	7	-10	5	5	2	7	-6	-8
Nn1c(SCc2ccc(Br)cc2)nnc1-c1ccncc1	3	7	-3	16	-20	5	0	27
COc1cc2c(cc1OC)C(c1cc3ccccc3oc1=O)=NC(C)(C)C2	6	-2	-1	-4	-8	12	14	3
Cc1cc(C)cc(-n2nnnc2SCC(=O)N2CCOCC2)c1	5	5	6	1	-4	-6	-4	5
Cc1ccc(CC(CC(=O)NCCc2ccc3c(c2)OCO3)C(=O)O)cc1 (stereo not given)	3	-3	-4	8	6	5	4	-26
CCO[C@@H]1OC(C(N)=O)=C[C@H](c2ccc(Br)cc2)[C@H]1CCCO	-6	-6	2	6	-5	-3	-11	-6
Cc1cccn2c(=O)c3cc(C(=O)NCCc4ccccc4)c(=N)n(Cc4ccco4)c3nc12	8	5	27	-18	40	22	21	-42
COc1ccc(CN2CCN(Cc3ccccc3)C(CCO)C2)cc1OC (stereo not given)	-6	-1	0	19	2	16	-5	1
COc1ccc([N+](=O)[O-])cc1NC(=O)c1ccc(CN(c2ccc(C)c(C)c2)S(C)(=O)=O)cc1	-2	-2	1	15	18	13	13	-1
COc1ccccc1-c1c(C)oc2c(CN3CCCCC3C)c(O)ccc2c1=O (stereo not given)	6	12	7	2	4	-21	10	11
COc1ccc(NC(=O)CSc2nncn2C)cc1	-2	-3	8	23	4	-20	-5	-1
COc1cccc(NC(=O)CN(C)C(=O)c2cc3c(s2)CCCCC3)c1	2	-9	5	8	19	-8	9	16
CC(C)C1Oc2cc3oc(=O)ccc3cc2C1=O (stereo not given)	3	-2	-14	-5	10	3	-3	19
Cc1cccc(OCCCC(=O)NNC(=O)c2ccc(F)cc2)c1	1	19	-12	-2	6	13	20	16
COc1ccc(NC(=O)c2oc3ccccc3c2C)cn1	1	-11	17	-34	2	-38	32	-11
c1ccc(-c2cnnn2-c2ccccc2)cc1	9	1	-8	9	7	0	-4	-1
O=C(NCCCN1CCOCC1)c1ccc(/C=C2\Oc3ccccc3N(Cc3ccccc3F)C2=O)cc1	7	41	27	4	8	-4	0	-19
O=C(OCC(=O)N1CCN(C(=O)c2ccco2)CC1)c1cc(-c2ccco2)nc2ccccc12	0	22	11	4	2	18	-2	17
CS(=O)(=O)c1ccc(-c2nnc(NC(=O)C3=COCCO3)o2)cc1	-12	-12	-3	10	-15	8	-15	-4
Cc1ccc(N2C(=O)N(CC(=O)Nc3ccc(C)cc3[N+](=O)[O-])C(=O)C2C)cc1 (stereo not given)	-7	-4	20	-9	11	-6	8	-10
CC(=O)Nc1ccc(C(=O)N2CCCC2)cc1	8	1	-9	0	-1	15	-13	9
COc1cccc(Nc2nnc(SCC3CCCCO3)s2)c1 (stereo not given)	21	4	6	-3	14	-18	4	-11
Cc1ccc(C(=O)NCCN(C)C)c(C)c1	-6	-10	5	0	7	-15	-3	-66
CC(C(=O)NC1CCCC1)N(c1ccc(Oc2ccccc2)cc1)S(C)(=O)=O (stereo not given)	4	0	6	-12	14	10	7	0
CCC(C)OC(=O)c1cc(C)nc2c(Br)cc(Br)cc12 (stereo not given)	-8	-44	0	7	-13	-5	16	-12
CC(=O)c1cc(CN2CCN(CCc3ccccc3)C(CCO)C2)cs1 (stereo not given)	-2	14	-24	7	13	-2	3	-6
CCCCCC(=O)OC(CN1CCCCC1)CN1CCCC1=O (stereo not given)	-5	5	-18	1	-11	-8	-2	9
CCc1cc(Cn2nc(-c3ccccc3)cc2C(=O)NCc2cccc(Br)c2)on1	-6	6	6	-4	6	7	26	4
CC(C)c1c(O)nc(SCCOc2ccc(Cl)cc2)[nH]c1=O	1	12	-25	0	8	3	-6	13
COc1cccc(CNC(=O)COc2cccc(-n3cnnn3)c2)c1	-8	0	-7	0	-5	12	6	5
Cc1c(Cl)cccc1Nc1nc(N)nc(CN2CCc3ccccc3C2)n1	4	7	36	10	32	6	-8	9
O=C(Cc1cccs1)NCc1ccccc1	-8	-5	-8	-15	2	-15	-7	-5
N#CNC1=NCN(Cc2ccccc2)CN1	1	-12	14	3	7	-15	6	-25
COc1ccc([N+](=O)[O-])cc1NC(=O)COC(=O)Cc1cc(OC)c(OC)c(OC)c1	-12	-4	-3	-5	-1	-4	5	-16
COc1ccc(N(CCC#N)S(=O)(=O)c2ccc(Cl)cc2)cc1	-4	-3	-8	-4	11	8	11	25
CC(=O)c1cccc(NC(=O)CN2C=NS(=O)(=O)c3ccc(C)cc32)c1	-3	1	-4	-18	4	2	-2	-10
Nc1ccc2oc(-c3ccc4nc[nH]c4c3)nc2c1	30	-11	-1	-44	-12	-80	0	-158
O=[N+]([O-])c1cc(C(F)(F)F)ccc1NC1CCN(Cc2ccccc2)C1 (stereo not given)	2	1	26	8	13	-8	4	19
COc1cc(C)ccc1OCc1cc(C(=O)N2C[C@H]3CC[C@H]2C3)no1	-8	-2	7	-6	-5	-3	4	-28
CCOC(=O)C1=C(C)NC(=O)NC1c1ccc(-c2ccc(F)cc2)o1 (stereo not given)	2	-2	-3	2	15	4	-5	3
CCn1cc(C(=O)NCc2ccco2)c(=O)c2cc(S(=O)(=O)N3CCCC3)ccc21	0	-8	7	5	9	16	-1	23
O=C(CCCCC(=O)Nc1ccc(F)cc1)Nc1ccc(F)cc1	0	-2	1	34	1	-1	0	4
O=C(c1cccc(S(=O)(=O)N2CCOCC2)c1)N(Cc1nnc(-c2ccccc2Cl)o1)C1CC1	5	-5	1	9	17	11	-4	16
Cc1nc2ncnn2c(N2CCC(C(=O)NC3CCCC3)CC2)c1Cc1ccccc1	0	17	-10	6	21	5	-6	15
S=c1nc(C2CCCCC2)[nH]c2ccccc12	1	?	-2	1	24	16	-3	13
Cc1cc2cc3c(cc2nc1SCC(=O)Nc1nc(C)c(C)s1)OCO3	-14	-6	5	11	8	-5	-5	-16
Cc1ccc(C(=O)NNC(=O)CSc2nnc(-c3ccncc3)n2C)cc1	-11	-13	1	-15	0	-3	-24	8
CC(OC(=O)Cn1cnc2c1c(=O)n(C)c(=O)n2C)C(=O)c1ccccc1 (stereo not given)	-6	7	0	-5	-3	-5	-13	2
COc1cccc(C(=O)C[n+]2cccc3cc(OC)ccc32)c1	-3	4	19	1	2	8	-1	5
CCNC(=O)Cn1cc(C#N)c2ccccc21	-2	0	-7	25	-15	-5	0	2
O=[N+]([O-])c1ccc(-c2nc(C(Cl)Cl)c3ccccc3n2)cc1	-6	-8	-8	35	12	97*	13	-102
COc1cc(NC(=O)C2CC(c3c(F)cccc3Cl)=NO2)c(OC)cc1Cl (stereo not given)	-8	-1	19	-1	23	0	8	2
O=C(Cc1cccs1)N1CCN(S(=O)(=O)c2ccccc2)CC1	-7	5	5	-17	-17	-5	0	-7
C=CCn1c(SCc2cccc(C#N)c2)nnc1-c1ccccc1O	-9	-1	-9	-6	13	14	1	14
COC(=O)C1=C(O)/C(=C\c2ccc(CNS(=O)(=O)c3ccc(Cl)cc3)o2)N=C1C	2	-10	0	0	2	10	-2	-2
CCOC(=O)c1c(NC(=O)C2=COCCO2)sc2c1CCN(C(=O)OC)C2	-2	13	18	5	14	17	20	24
COc1ccc(NC(=O)CSc2nnc(Cn3c(=O)sc4ccccc43)n2C)cc1	-1	4	-9	-12	-1	3	-1	3
Cc1cc(C)nc(NC(=O)CSc2nccc(C)n2)n1	-2	-4	1	-4	10	4	1	1
O=C(c1cc2ccccc2o1)N1CCN(S(=O)(=O)c2cccs2)CC1	-10	4	18	-9	-7	9	59*	5
CCc1cc2cc(OC)ccc2nc1SCC(=O)NNC(=O)c1ccco1	-5	-14	1	-9	10	-5	-3	2
Cc1cc(OC(C)C(=O)N(Cc2ccco2)C2CCS(=O)(=O)C2)cc(C)c1Cl (stereo not given)	-2	8	5	27	3	12	1	8
COC(=O)c1ccc(CNC(=O)C2CCC(=O)N(Cc3cccc(F)c3)C2)cc1 (stereo not given)	-5	-4	3	0	6	-11	-1	-6
O=C(CSc1ccc2nnc(CCNC(=O)c3ccccc3)n2n1)NCCc1ccccc1	1	4	6	6	1	-27	0	2
(cont.)
SMILES	SENP8 block	UBC13 polyUb	Apaf-1 inh	Gli-Sufu block	CCR6 antagonist	Jurkat NFkB inh	EBI2 block	697 NFkB inh
O=C(O)/C=C/C(=O)Nc1ccc(OCc2ccccc2)cc1	-4	6	-9	-3	8	-11	5	-2
Cc1ccccc1Cn1ccc(NC(=O)c2nn3cccnc3c2Cl)n1	-3	-2	4	-10	5	-18	8	-7
COCCn1c(-c2cccc(Br)c2)nc2c(c(=O)c3ccccc3n2C)c1=O	-1	10	-9	5	-2	14	7	-3
NC1=NC(c2cn[nH]c2-c2ccc(F)cc2)n2c(nc3ccccc32)N1 (stereo not given)	0	1	-3	/	/	-11	/	19
CCN(Cc1ccccc1)C(=O)c1oc2ccc(S(=O)(=O)N3CCOCC3)cc2c1C	6	1	2	8	11	16	-3	-21
COC(=O)c1ccc(CNC(=O)COC(=O)C2CC3C=CC2C3)cc1 (stereo not given)	3	-3	-1	4	-6	9	0	4
